KCNK3 inh: human KCNK3 channel inhibition, primary screen; B-score at 10 µM; actives 0.84% (n = 340,000); CHO-KCNK3 thallium flux, FluxOR fluorescence; stronger effect = lower value; O14649;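 active = B-score under library mean minus 4 SD, starting fluorescence ratio at most library mean plus 5 SD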;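 also: more negative B-score means stronger inhibition of thallium flux through KCNK3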
Target sequence (O14649 whole entry, looked up): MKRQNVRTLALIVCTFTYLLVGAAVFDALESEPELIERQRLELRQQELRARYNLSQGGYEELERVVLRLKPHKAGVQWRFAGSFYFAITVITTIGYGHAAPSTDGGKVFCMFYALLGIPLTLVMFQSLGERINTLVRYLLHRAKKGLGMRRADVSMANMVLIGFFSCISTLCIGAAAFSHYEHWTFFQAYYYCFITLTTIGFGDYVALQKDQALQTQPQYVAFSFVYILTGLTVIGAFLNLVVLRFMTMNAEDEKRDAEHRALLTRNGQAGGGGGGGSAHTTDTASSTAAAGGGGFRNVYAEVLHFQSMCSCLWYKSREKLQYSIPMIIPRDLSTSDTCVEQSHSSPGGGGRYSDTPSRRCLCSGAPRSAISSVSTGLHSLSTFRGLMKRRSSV
ANO1 activ: mouse TMEM16A channel activation, primary screen; B-score at 10 µM; actives 0.3% (n = 340,000); Q8BHY3; HEK293 TMEM16A/YFP-H148Q/I152L, iodide quench fluorescence; stronger effect = lower value;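 active = fluorescence-ratio B-score plate-corrected deviation score at least 3 library SD below zero, with starting fluorescence score within 5 deviations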;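 also: channel opened by trigger with iodide after compound preincubation; score built on the fluorescence ratio of max minus min over baseline; more negative score means more quench and so TMEM16A activation or potentiation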
An asterisk follows results filed as active; i = inactive. Not all compounds are listed; count on the stated rates, not on these rows.

Every second line gives: KCNK3 inh, ANO1 activ
1. CC1(C)OC(=O)C=C[C@]2(C)[C@H]3CC[C@@]4(C)[C@H](c5ccoc5)OC(=O)[C@H]5O[C@]54[C@]3(C)C(=O)C[C@@H]12
 : i, i
2. C[C@H](CO)N1C[C@H](C)[C@@H](CN(C)C(=O)NC2CCCCC2)Oc2c(NS(=O)(=O)c3ccc(F)cc3)cccc2C1=O
 : i, i
3. CCOc1ccc(S(=O)(=O)N2CCN(C(=O)c3oc4ccccc4c3C)CC2)cc1
 : i, i
4. COc1ccc(OCCSc2ccc(S(=O)(=O)N3CCCC3)cn2)cc1
 : i, i
5. O=C(NCCN1CCOCC1)c1cccc(S(=O)(=O)Nc2cc(Cl)ccc2Cl)c1
 : i, i
6. OCC1=C[C@@H](O)[C@@H]2C=CO[C@@H](O[C@@H]3O[C@H](CO)[C@@H](O)[C@H](O)[C@H]3O)[C@H]12
 : i, i
7. COc1ccc(CC(=O)OCC(=O)c2ccc(S(=O)(=O)N3CCCCC3)cc2)cc1
 : i, i
8. CC(=O)C[C@@H](O)CC(=O)[C@@H]1OC(=O)CCCCCCc2ccccc21
 : i, i
9. Cc1ccc(S(=O)(=O)N2CCOCC2)cc1C(=O)Nc1cc(Cl)ccc1N1CCOCC1
 : i, i
10. O=C1CN(C(=O)COc2ccc(Cl)c(Cl)c2)c2ccccc2N1
 : i, i
11. COc1ccc(S(=O)(=O)N2CCN(Cc3cccs3)CC2)cc1OC
 : i, i
12. Cc1c(C(=O)N/N=C/c2ccncc2)nnn1-c1nonc1N
 : i, i
13. O=C(NCC(c1cccs1)N1CCOCC1)c1ccc(OCc2ccccc2)cc1 (configuration not stated)
 : i, i
14. CC(C)(C)n1ncc2c(=O)n(Cc3ccccc3Br)cnc21
 : i, i
15. COc1cc(OC)c2c(-c3cccc(-c4cccc(N)c4)c3)cc(=O)oc2c1
 : i, i
16. Cc1ccc(-n2nnnc2SCC(=O)NCC2(N3CCCCC3)CCCCC2)c(C)c1
 : i, i
17. COc1ccc(CCN(C)C(=O)COC(=O)/C=C/c2ccc(C)o2)cc1OC
 : i, i
18. Cc1cccnc1
 : i, i
19. CCSc1nnc(NC(=O)C2CSC3(C)CCC(=O)N23)s1 (configuration not stated)
 : i, i
20. O=C(OCC(=O)c1ccc[nH]1)c1cncc(Br)c1
 : i, i
21. O=C1NC[C@@H](c2ccccc2)OC(=O)[C@@H](Cc2ccc(F)cc2)CC/C=C/C[C@H]1CC(=O)N(CCO)Cc1ccccc1
 : i, i
22. O=C(COC(=O)c1ccc(O)cc1O)NC(=O)NCc1ccccc1
 : i, i
23. CCN(c1ccc2c(c1)OCO2)S(=O)(=O)c1cc2c(cc1Br)CCN2C(=O)C1CC1
 : i, i
24. CC(=O)Nc1ccc(S(=O)(=O)N2CCN(S(=O)(=O)c3cccs3)CC2)cc1
 : i, i
25. O=C(COC(=O)Cn1cc(C(F)(F)F)ccc1=O)Nc1ccc(Br)cc1F
 : i, i
26. CCOc1ccc(NC(=O)CN2C(=O)/C(=C3\SC(=S)N(C4CCS(=O)(=O)C4)C3=O)c3ccccc32)cc1 (configuration not stated)
 : i, i
27. O=C(Nc1c(Br)cc2c(c1Br)Cc1ccccc1-2)C(F)(F)F
 : i, i
28. CC(=O)N(C)c1cc([N+](=O)[O-])ccc1OCc1ccccc1
 : i, i
29. O=C(COC(=O)c1ccc(Br)o1)NCC(=O)Nc1ccc(F)cc1
 : i, i
30. O=C(CN(C(=O)c1ccccc1)C(=O)c1ccccc1)OCc1ccccc1
 : i, i
31. C=CCSc1ccc(S(=O)(=O)N2CCN(C)CC2)cn1
 : i, i
32. Cc1ccccc1NC(=O)N(O)C1(C#N)CCCCC1
 : i, i
33. CCCCN(C(=O)C1=NN(c2cc(C)ccc2C)C(=O)CC1)c1c(N)n(CCC)c(=O)[nH]c1=O
 : i, i
34. CCc1cccc(C)c1NC(=O)c1cc(=O)[nH]c2ccc(S(=O)(=O)N3CCOCC3)cc12
 : i, i
35. O=C(c1ccccc1)N(C(=O)c1ccccc1)N1CCCC1
 : i, i
36. CCOc1ncccc1C(=O)Nc1ccccc1N1CCOCC1
 : i, i
37. O=S(=O)(Nc1cccc(-n2cnnn2)c1)c1ccc(F)cc1
 : i, i
38. O=C(COC(=O)CCc1ccc(S(=O)(=O)N2CCOCC2)cc1)Nc1ccccc1[N+](=O)[O-]
 : i, i
39. CC(=O)Nc1ccc(NC(=O)C(C)OC(=O)COc2ccc(Nc3ccccc3)cc2)cc1 (configuration not stated)
 : i, i
40. CC(C)(C)OC(=O)[C@H](Cc1ccccc1)NC(=O)c1nc[nH]c1C(=O)N[C@@H](CCCCN)C(=O)OC(C)(C)C
 : i, i

Reprinted at random: two compounds from above
Every second line gives: KCNK3 inh, ANO1 activ
28. CC(=O)N(C)c1cc([N+](=O)[O-])ccc1OCc1ccccc1
 : i, i
23. CCN(c1ccc2c(c1)OCO2)S(=O)(=O)c1cc2c(cc1Br)CCN2C(=O)C1CC1
 : i, i

Carrying on.
Every second line gives: KCNK3 inh, ANO1 activ
41. O=C(COC(=O)CSc1ccc(Cl)cc1)NCCc1ccccc1
 : i, i
42. Cc1ccccc1NCC(=O)Nc1cc(S(=O)(=O)N2CCCCC2)ccc1C
 : i, i
43. C[C@H](CO)N1C[C@H](C)[C@@H](CN(C)C(=O)Nc2ccc(F)cc2)Oc2ccc(NS(C)(=O)=O)cc2C1=O
 : i, i
44. O=C(c1cc(C2CC2)nn1-c1ccccc1)N1CCN(c2ccc(O)cc2)CC1
 : i, i
45. Cc1noc(C)c1NC(=O)Nc1cccc2c1O[C@H](CN(C)S(C)(=O)=O)[C@@H](C)CN([C@H](C)CO)C2=O
 : i, i
46. O=C1N[C@H]2CC=C[C@H]2Nc2ccccc21
 : i, i
47. CCN(CC(=O)NCc1cccs1)C(=O)c1cccc(S(=O)(=O)N2CC(C)OC(C)C2)c1 (configuration not stated)
 : i, i
48. O=C(c1ccc(F)cc1)c1cccc(C(=O)c2ccc(F)cc2)n1
 : i, i
49. COc1cc2c(cc1NC(=S)NC(=O)/C=C/c1ccc(OC)c(OC)c1)oc1ccccc12
 : i, i
50. COc1cc(OC)cc(C(=O)NC(C(=O)Nc2ccc(N3CCOCC3)cc2)C(C)C)c1 (configuration not stated)
 : i, i
51. COc1ccccc1CNC(=O)COC(=O)c1ccc(C)s1
 : i, i
52. COc1ccc(C(=O)OCC(=O)NC2CC2)cc1F
 : i, i
53. N#C/C(=C\c1ccc(C(=O)O)cc1)c1nc2sc3c(c2c(=O)[nH]1)CCCC3
 : i, i
54. CC(C)NC(=O)N(C)C[C@H]1Oc2ccc(NS(=O)(=O)c3ccc(F)cc3)cc2C(=O)N([C@H](C)CO)C[C@@H]1C
 : i, i
55. Cc1cccc2sc(NC(=O)CCNC(=O)c3ccco3)nc12
 : i, i
56. CCCn1c(=O)c2ccccc2n2c(SCC(=O)c3cc(C)n(CCOC)c3C)nnc12
 : i, i
57. C=CCN(C(=O)C1CC(=O)N(C2CCCC2)C1)c1nc(-c2ccc(S(C)(=O)=O)cc2)cs1 (configuration not stated)
 : i, i
58. CC(=O)c1sc(NC(=O)c2cc(S(=O)(=O)N3CCOCC3)ccc2F)nc1C
 : i, i
59. CC(=NNc1nc2ccccc2o1)c1cc2ccccc2cn1
 : i, i
60. Cc1c(C(=O)N2CCC2)oc2c(F)cccc12
 : i, i

Compound profiles, from the list above.
`O=C(COC(=O)c1ccc(Br)o1)NCC(=O)Nc1ccc(F)cc1` in the list: KCNK3 inh = i; ANO1 activ = i
`O=C(c1ccc(F)cc1)c1cccc(C(=O)c2ccc(F)cc2)n1` in the list: KCNK3 inh = i; ANO1 activ = i

Next part:
nr	structure	KCNK3 inh	ANO1 activ
61	COc1ccc(-c2csc(NC(=O)c3cccc(N4C(=O)CCC4=O)c3)n2)cc1OC	i	i
62	O=C(Nc1ccc(S(=O)(=O)NC2=NCCCCC2)cc1)c1cccs1	i	i
63	O=c1nc2n(CCO)c3ccccc3cc-2c(=O)[nH]1	i	i
64	CCOC(=O)C1Oc2ccccc2C(c2ccc(F)cc2)=C1C(=O)OC (configuration not stated)	i	i
65	Cc1onc(-c2ccccc2)c1C(=O)Nc1cccc(S(=O)(=O)NC2=NCCC2)c1	i	i
66	C=Cc1ccc(C2=CC(=O)C[C@H](c3ccc(OC)cc3)C2)cc1	i	i
67	O=C(CCNC(=O)c1ccccc1)Nc1nc2ccccc2s1	i	i
68	O=C(COC(=O)CC1CCCC1)Nc1ccc(Cl)cn1	i	i
69	O=C(Nc1ccc(N2CCN(C(=O)c3cccs3)CC2)cc1)c1ccc(Br)o1	i	i
70	CC(C)(C)c1ccc(C(=O)OCC(=O)NCc2ccco2)cc1	i	i
71	Cc1cccc(C)c1NC(=O)CNC(=O)c1ccc2c(c1)OCCO2	i	i
72	O=C(CN1CCN(S(=O)(=O)c2ccccc2F)CC1)Nc1ccnn1C1CCCC1	i	i
73	O=C(CSc1nnc(-c2ccccc2F)o1)NC1CC1	i	i
74	CCC(C)C(N)C1=NC(C(=O)N[C@@H](CC(C)C)C(=O)N[C@H](CCC(=O)O)C(=O)N[C@H](C(=O)N[C@H]2CCCCNC(=O)[C@H](CC(N)=O)NC(=O)[C@@H](CC(=O)O)NC(=O)[C@H](Cc3cnc[nH]3)NC(=O)[C@@H](Cc3ccccc3)NC(=O)[C@H]([C@@H](C)CC)NC(=O)[C@@H](CCCN)NC2=O)[C@@H](C)CC)CS1 (some centres not stated)	i	i
75	COc1ccc(C(=O)c2ccc(Br)cc2)c(OC)c1OC	i	i
76	CC(OC(=O)c1n[nH]c2ccccc12)C(=O)Nc1ccccc1[N+](=O)[O-] (configuration not stated)	i	i
77	COc1ccc(CN(C)C(=O)CSc2nnc(C3CC3)n2C2CC2)cc1	i	i
78	COC(=O)C1CCN(C(=O)COC(=O)c2cc([N+](=O)[O-])ccc2N2CCOCC2)CC1	i	i
79	COc1ccccc1NS(=O)(=O)c1ccc(C(=O)NCC(c2ccco2)N(C)C)cc1 (configuration not stated)	i	i
80	O=C(CCCC(=O)N1CCc2ccccc21)N1CCc2ccccc21	i	i
81	Cc1nn(C2CCS(=O)(=O)C2)c2nc(C3CC3)cc(C(=O)Nc3ccc(C(N)=O)cc3)c12 (configuration not stated)	i	i
82	COc1ccc(CC(=O)OCC(=O)Nc2c(C)n(C)n(-c3ccccc3)c2=O)cc1OC	i	i
83	CCOc1ccccc1C(=O)NCC(=O)NCC(C)(C)N1CCOCC1	i	i
84	O=C(CCC(=O)N1CCN(c2ccccn2)CC1)c1ccc(Cl)s1	i	i
85	CCOC(=O)[C@H]1[C@H]2COc3ccc(Br)cc3[C@@H]2N2C(=O)CN(Cc3ccc(OC)cc3)C(=O)[C@@]12C	i	i
86	CCOc1ccccc1OCCCC(=O)Nc1cc(S(=O)(=O)N2CCOCC2)ccc1OC	i	i
87	O=C(NCCc1ccc(F)cc1)c1ccc(S(=O)(=O)N2CCCCC2)cc1	i	i
88	CCN(Cc1cccs1)C(=O)CN1C(=O)NC2(CCCc3ccccc32)C1=O (configuration not stated)	i	i
89	Cc1ccc(COC(=O)c2cccc(S(=O)(=O)N3CCCCC3)c2)cc1	-11*	i
90	CCCCN1CC(=O)N2[C@H]3c4ccc(OC)cc4OC[C@@H]3[C@H](c3ccccc3)[C@]2(C)C1=O	i	i
91	Cc1nn2c(-c3ccc(Cl)cc3)ccnc2c1-c1ccccc1	i	i
92	O=C(Nc1ccccc1)[C@@H]1CCCN1S(=O)(=O)c1ccc(Cl)cc1	i	i
93	COC(=O)[C@H](CC(C)C)N(Cc1ccccc1)S(=O)(=O)N(Cc1ccccc1)[C@@H](CC(C)C)C(=O)OC	i	i
94	c1ccc(C[C@H]2CN=C(Nc3ccccc3)N2CC2CCCCCC2)cc1	i	i
95	Cc1ccc(C(C)(C)C)cc1S(=O)(=O)Nc1cccc(C(=O)N2CCN(c3ccccn3)CC2)c1	i	i
96	CC1CCCCC12NC(=O)N(CC(=O)NNC(=O)c1ccc(Br)cc1)C2=O (configuration not stated)	i	i
97	C=CCn1cnnc1SCC(=O)N(C)CC1COc2ccccc2O1 (configuration not stated)	i	i
98	O=C(COC(=O)c1ccc(Cl)cc1[N+](=O)[O-])NCc1ccco1	i	i
99	Cc1ccccc1OCC(=O)Nc1ccc(N2CCOCC2)cc1N1CCOCC1	i	i
100	CCN(C(=O)COC(=O)CSc1ccc(C)cc1C)c1c(N)n(Cc2ccccc2)c(=O)[nH]c1=O	i	i
101	COc1ccc(CN(C)C(=O)Cn2cnc3c(SC)nc(N)nc32)cc1OC	i	i
102	CCCc1cc(=O)[nH]c(SCC(=O)Nc2ccc(C(=O)Nc3ccccc3OC)cc2)n1	i	i
103	CCC(O)C(C)(C)C (configuration not stated)	i	i
104	CCN1C[C@@H]2[C@@H]3C(=O)N(Cc4ccccc4)C(=O)[C@@H]3[C@](CC)(C1=O)N2C(=O)c1ccc(F)cc1	i	i
105	CCOCCCNCC(=O)Nc1cc(S(=O)(=O)N2CCOCC2)ccc1N1CCOCC1	i	i
106	O=C(CSc1ccccn1)N1CCNC1=O	i	i
107	Cn1c(SCC(=O)NCC2CCCO2)nc2scc(-c3ccccc3)c2c1=O (configuration not stated)	i	i
108	CC(C)C(NC(=O)C1(NC(=O)OCc2ccccc2)CCCC1)C(=O)O (configuration not stated)	i	i
109	N#Cc1ccc(Nc2nc(-c3ccc(O)cc3O)cs2)cc1C(F)(F)F	i	i
110	CCCN(CC(=O)Nc1ccccc1OC)C(=O)c1ccc(S(=O)(=O)Nc2ccccc2OC)cc1	i	i

Entries from the list above containing a nitro group on carbon:
nr	structure	KCNK3 inh	ANO1 activ
28	CC(=O)N(C)c1cc([N+](=O)[O-])ccc1OCc1ccccc1	i	i
38	O=C(COC(=O)CCc1ccc(S(=O)(=O)N2CCOCC2)cc1)Nc1ccccc1[N+](=O)[O-]	i	i
76	CC(OC(=O)c1n[nH]c2ccccc12)C(=O)Nc1ccccc1[N+](=O)[O-] (configuration not stated)	i	i
78	COC(=O)C1CCN(C(=O)COC(=O)c2cc([N+](=O)[O-])ccc2N2CCOCC2)CC1	i	i
98	O=C(COC(=O)c1ccc(Cl)cc1[N+](=O)[O-])NCc1ccco1	i	i
